HSF1 inhib: HSF1 inhibition; activity change, negative = inhibition, % at 7.5 µM (by protocol); NIH3T3-HGL HSE-luciferase, MG132-induced, luminescence 8 h; stronger effect = lower value; 300,000 tested, 0.77% active;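 active means more than half of replicate wells show activity change below -50%, luminescence cut by over half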;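 further: luciferase reports HSF-1 transcriptional activity via heat shock element; 0% = median of DMSO wells and -100% = zero luminescence signal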
HSF-1 act: increases HSF-1 driven luciferase reporter signal; activation, % at 9 µM; NIH3T3-HGL HSF-1 luciferase reporter, MG132, 8 h; 100% = twice DMSO control signal; 300,000 tested, 1.7% active; AID 504408;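 active means mean replicate activation of at least 50% with a set share of replicates each reaching 50%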;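 further: 0% = median of the neutral control wells and 100% = twice that signal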
IEC-6 cytotox: counter-screen for KLF5 inhibitors: cytotoxicity in IEC-6 cells; inhibition, % at 5 µM; 290,000 tested, 0.78% active; IEC-6 cytotoxicity, luminescence viability; in the data active means inhibition above about 22%;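 further: 0% = plate median of test compound wells and 100% = cytotoxic reference compound wells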
Dyrk1A ADPGlo: inhibitors of rat Dyrk1A kinase. ADP-Glo luminescence, NFATc1 peptide. inhibition, % at 12.5 µM. 310,000 tested, 0.43% active. AID 504441; in the data active means inhibition above about 50%;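 further: plate controls were vehicle with enzyme for no effect and no enzyme for full effect; many of its hits are not listed in these tables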
aSyn UTR inh: 5' untranslated region of α-synuclein, MLPCN primary screen. 300,000 tested, 0.82% active. inhibition, % (tested at 7.5 µM). alpha-synuclein 5'UTR reporter, inhibitor activity; in the data active means inhibition above about 60%;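 further: H4 neuroglioblastoma cells stably carrying SNCA 5'UTR luciferase fusion; 0% = DMSO wells and 100% = positive control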
GSK3 alpha inh: blocks human GSK-3 alpha kinase | P49840 | ADP-Glo luminescence, 60 min | inhibition, % at 10 µM | 320,000 tested, 0.1% active | AID 2650;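 in the data active means inhibition above about 50%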;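 further: GST-tagged GSK-3 alpha with peptide substrate and 25 µM ATP; 0% = DMSO neutral wells and 100% = GW8510 positive control wells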
Target sequence (P49840 whole entry, looked up): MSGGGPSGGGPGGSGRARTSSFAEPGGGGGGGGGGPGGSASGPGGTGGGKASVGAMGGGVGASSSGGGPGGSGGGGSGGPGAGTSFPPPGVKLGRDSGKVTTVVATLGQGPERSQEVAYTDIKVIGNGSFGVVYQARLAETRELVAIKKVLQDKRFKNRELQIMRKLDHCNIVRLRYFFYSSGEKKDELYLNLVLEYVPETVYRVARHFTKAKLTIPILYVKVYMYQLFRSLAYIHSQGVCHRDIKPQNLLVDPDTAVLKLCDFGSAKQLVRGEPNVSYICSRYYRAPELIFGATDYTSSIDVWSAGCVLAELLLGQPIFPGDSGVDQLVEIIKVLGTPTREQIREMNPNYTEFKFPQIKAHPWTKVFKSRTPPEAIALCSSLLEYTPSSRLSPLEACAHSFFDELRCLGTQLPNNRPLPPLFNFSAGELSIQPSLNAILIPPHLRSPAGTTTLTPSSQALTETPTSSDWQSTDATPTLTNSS
GSK3beta inhib: blocks human GSK3beta kinase activity. activity score (negative = inhibition), % at 10 µM. GST-GSK3beta kinase, ADP-Glo luminescence, 60 min; stronger effect = lower value. 300,000 tested, 0.038% active;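 active means more than half of replicate wells score below -50%, meaning over 50% inhibition versus plate controls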;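 further: 0% = median DMSO wells and -100% = median GW8510 positive control wells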
Target sequence (P49841 whole entry, looked up): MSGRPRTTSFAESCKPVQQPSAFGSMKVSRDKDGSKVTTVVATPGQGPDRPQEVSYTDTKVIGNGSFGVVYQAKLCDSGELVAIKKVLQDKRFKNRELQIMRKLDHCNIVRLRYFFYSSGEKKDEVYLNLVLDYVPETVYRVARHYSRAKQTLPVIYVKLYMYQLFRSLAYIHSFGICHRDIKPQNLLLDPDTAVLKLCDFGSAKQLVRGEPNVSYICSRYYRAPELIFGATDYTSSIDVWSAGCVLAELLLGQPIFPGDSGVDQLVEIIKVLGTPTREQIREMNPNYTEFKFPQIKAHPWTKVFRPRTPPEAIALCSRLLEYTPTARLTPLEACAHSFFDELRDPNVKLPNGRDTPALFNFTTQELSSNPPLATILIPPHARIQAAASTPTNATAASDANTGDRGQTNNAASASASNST
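Test system: GST-fused GSK3beta enzyme, cell-free | Quantity: 1.6 ng GST-GSK3beta enzyme per well | Reagent: 25 µM ATP with peptide substrate | Schedule: 60 min enzyme reaction, room temperature | Signal: Luminescent ADP-Glo measurement of ADP formed | Read-out basis: Score relative to plate controls | Control set: DMSO and 20 µM GW8510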
HSP90 refold inh: HSP90 refolding inhibition in rabbit reticulocyte lysate. luciferase refolding luminescence, 3 h. inhibition, % at 5.6 µM. 290,000 tested, 0.91% active;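 active means inhibition above the screen-wide mean plus 3 SD, computed separately per campaign, cut at about 16% in these data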;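 further: 0% = DMSO wells and 100% = 60 µM geldanamycin wells; inhibitors lower the luminescence because luciferase stays unfolded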
KLF5 inh: suppresses KLF5 promoter-driven expression; DLD-1 KLF5 promoter-luciferase reporter, luminescence; 290,000 tested, 0.23% active; inhibition, % at 5 µM;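 active means inhibition above a per-plate limit of that plate's mean compound inhibition plus 3 SD, cut at about 60% in these data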;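 further: 0% = DMSO wells and 100% = LY294002 at 200 µM; higher means less KLF5 promoter-driven luciferase light; inactives centre near -14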
Platelet DG rel: platelet dense granule release activity; human platelet-rich plasma, SFLLRN dense granule ATP release, luminescence; inhibition, %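 (compounds screened at 7.5 µM in platelet-rich plasma)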; 300,000 tested, 0.22% active; AID 1663;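 active means mean replicate score, as percent of positive control, at or above 50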
* = called active by the depositor; . = not tested or not shown.

SMILES | HSF1 inhib | HSF-1 act | IEC-6 cytotox | Dyrk1A ADPGlo | aSyn UTR inh | GSK3 alpha inh | GSK3beta inhib | HSP90 refold inh | KLF5 inh | Platelet DG rel
CC(=O)c1ccc(OCCCC(=O)NC2CCCCC2C)cc1 (stereo not drawn) | -5.0 | 16.8 | 2.5 | -3.7 | 8.0 | -0.6 | . | -2.0 | 2.0 | 15.4
CSc1cccc(NC(=O)C2CCN(S(=O)(=O)c3ccc4c(c3)NC(=O)CO4)CC2)c1 | 1.0 | 1.0 | 5.9 | -1.0 | -4.1 | -0.3 | -0.5 | 2.7 | 6.3 | -2.8
Cc1[nH]c(=S)c(C#N)c(C)c1CCC#N | -2.8 | 8.1 | -0.5 | -1.6 | 18.1 | 0.2 | 0.8 | 0.5 | -1.9 | 75.8*
Cc1cc(NC(=O)CSc2ncc(CO)n2Cc2ccc(F)cc2)no1 | -16.8 | -1.2 | -2.3 | 6.9 | -15.8 | 0.0 | 2.2 | 2.7 | -30.2 | 1.6
COc1ccc2c3c(cccc13)N(C)N=C2C | 6.0 | 20.0 | 8.2 | 9.9 | 33.2 | -8.1 | -1.6 | 6.1 | 21.2 | 1.9
Nc1nc(SCC(=O)Nc2cccc(Oc3ccccc3)c2)n[nH]1 | . | . | -3.8 | -1.6 | 15.4 | -3.0 | 1.0 | -0.9 | -7.7 | 2.9
Cc1ccnc(NC(=O)c2cc3ccccc3oc2=O)c1 | 25.9 | 67.0* | -2.1 | -1.6 | -202.5 | 6.4 | 0.3 | 0.3 | -64.6 | 7.6
COc1ccc2nc(NC(=O)CCN3C(=O)c4ccccc4C3=O)sc2c1 | 13.1 | 6.1 | 9.7 | 4.4 | -16.7 | 11.3 | -2.8 | 5.7 | 21.9 | -3.7
CCCCNC(=O)Cn1nc(Cc2ccncc2)c2ccccc2c1=O | -4.4 | 34.5 | -1.2 | -3.2 | -0.5 | 6.7 | -0.3 | 6.7 | -11.4 | -7.8
Cc1cccc(NC2=C(Cl)C(=O)OC2OC(C)C)c1 (stereo not drawn) | -4.8 | 4.1 | 8.6 | 15.0 | 14.8 | 0.1 | -0.6 | 2.5 | -21.9 | -2.5
O=C(CSc1ncccc1C(=O)O)c1ccccc1 | -1.7 | -14.3 | -2.0 | 6.7 | -5.4 | -3.1 | -1.8 | 0.6 | -4.6 | 6.7
N/C(CS(=O)(=O)c1ccccc1)=N\OC(=O)c1ccc(F)cc1 | 13.9 | 10.9 | -1.0 | . | -55.1 | -1.4 | 0.5 | -1.8 | -45.6 | -1.3
O=C(Nc1ccccc1C(=O)N1CCCC1)C1CCN(c2ncccn2)CC1 | -0.1 | -9.0 | -0.2 | -5.3 | 12.6 | 1.4 | 2.4 | 3.1 | -19.6 | -9.4
COc1ccccc1N1CCN(C(=O)c2cc3c(=O)n4cccc(C)c4nc3s2)CC1 | -2.2 | 0.5 | 4.6 | 1.9 | 13.9 | -0.7 | . | 0.2 | -24.1 | 0.3
Cc1nc(NCC2CCCO2)[nH]c(=O)c1CCC(C)C (stereo not drawn) | 3.2 | 9.1 | 3.3 | 6.8 | -0.9 | -12.8 | 1.4 | 4.0 | -8.5 | -2.3
CCOC(=O)N1CCN(Cc2cn[nH]c2-c2cc3ccccc3o2)CC1 | -19.5 | -33.0 | -1.4 | 4.9 | -6.5 | -2.1 | -1.4 | 0.5 | -45.4 | 6.5
CCOc1ccc(NC(=O)C(CC)n2nc(C)c3c(C)n(-c4ccccc4)nc3c2=O)cc1 (stereo not drawn) | -1.3 | -0.8 | -5.4 | 0.3 | -16.7 | 0.3 | -1.8 | -1.1 | -3.0 | 3.5
CCN1C(=O)CC(c2ccccc2)CC1=O | -2.6 | -8.7 | . | -3.9 | 18.1 | 6.5 | -3.1 | . | . | -0.8
COc1ccccc1NC(=O)CN1C(=O)COc2ccc(S(=O)(=O)N3CCOCC3)cc21 | -16.1 | -20.0 | -2.1 | -2.0 | 3.4 | -1.9 | 2.1 | -0.6 | 9.8 | -44.2
Cc1nc(-c2cccc(Cl)c2)n[nH]1 | -1.3 | 17.1 | 2.7 | 23.8 | -33.7 | -2.0 | -2.5 | -0.1 | -31.6 | -7.2
O=C(O)CN1C(=O)NC2(CCOc3ccccc32)C1=O (stereo not drawn) | -10.5 | -3.0 | 6.8 | -2.2 | -9.9 | -0.2 | 0.2 | 6.7 | -19.9 | 5.2
FC(F)Oc1ccc(NC(=S)NC2CCSc3ccccc32)cc1 (stereo not drawn) | 3.7 | 10.5 | 6.9 | -0.2 | 0.6 | . | 1.1 | -3.1 | 8.4 | 3.2
Cc1cccc(C)c1NC(=O)CS(=O)CC(=O)Nc1ccc(F)cc1F (stereo not drawn) | -1.5 | -9.6 | 5.4 | -1.2 | -2.9 | 1.0 | 1.7 | 3.6 | 3.9 | 0.9
COc1ccc(Nc2c([N+](=O)[O-])ccc3c2=NC2(CCCCC2)N=3)cc1 | 1.1 | 16.2 | 0.2 | 4.1 | -63.8 | -2.0 | 0.8 | 0.4 | 6.7 | 6.4

Limited to Platelet DG rel, GSK3 alpha inh and aSyn UTR inh, for some of the entries so far:
Molecule	Platelet DG rel	GSK3 alpha inh	aSyn UTR inh
O=C(O)CN1C(=O)NC2(CCOc3ccccc32)C1=O (stereo not drawn)	5.2	-0.2	-9.9
FC(F)Oc1ccc(NC(=S)NC2CCSc3ccccc32)cc1 (stereo not drawn)	3.2	.	0.6
Cc1cccc(C)c1NC(=O)CS(=O)CC(=O)Nc1ccc(F)cc1F (stereo not drawn)	0.9	1.0	-2.9

Continuation.
SMILES | HSF1 inhib | HSF-1 act | IEC-6 cytotox | Dyrk1A ADPGlo | aSyn UTR inh | GSK3 alpha inh | GSK3beta inhib | HSP90 refold inh | KLF5 inh | Platelet DG rel
CSCCC(NC(=O)c1cccc(S(=O)(=O)N2CCOCC2)c1)C(=O)Nc1ccc(F)cc1 (stereo not drawn) | -3.5 | 3.5 | 7.5 | -10.8 | -7.8 | -0.5 | 1.3 | 3.1 | -13.2 | -15.1
COc1cccc(NC(=O)C2C3C=CC4(O3)C2C(=O)N(CCCN2CCCCC2)C4C(=O)NC2CCCCC2)c1 (stereo not drawn) | -2.1 | 11.0 | 3.6 | 1.2 | -8.0 | 1.5 | 0.7 | 0.9 | 10.2 | -19.7
Nc1ccc(C(=O)N2CCN(S(=O)(=O)c3ccc(Br)cc3)CC2)cc1[N+](=O)[O-] | -1.0 | 5.3 | . | -10.4 | -16.8 | -2.2 | 4.8 | . | . | -7.4
Cc1ccc(SC2CC(=O)N(c3ccc4c(c3)OCCO4)C2=O)cc1 (stereo not drawn) | 4.1 | 1.5 | -1.1 | -1.8 | -5.5 | -0.1 | -1.4 | 0.4 | -33.1 | 11.4
Cc1ccc(-c2nnn(CC(=O)NC3CC4CCC3C4)n2)cc1 (stereo not drawn) | 1.8 | 1.9 | -1.9 | -0.3 | 2.7 | 0.9 | -1.0 | 0.0 | -5.7 | -6.1
COCCNC(=O)c1cc(-c2ccc(Cl)c(Cl)c2)on1 | -0.6 | -22.9 | -2.7 | 2.2 | -78.0 | -1.1 | -0.6 | -3.9 | -11.0 | 0.6
CC(C)CN(C(=O)COC(=O)CSc1ccccc1F)c1c(N)n(Cc2ccccc2)c(=O)[nH]c1=O | 1.5 | -21.4 | . | -0.1 | 3.6 | -1.8 | 1.8 | . | . | 11.0
COc1cc(/C=N/NC(N)=O)ccc1OC(=O)c1ccco1 | -5.6 | -1.1 | -2.8 | 4.5 | -5.6 | 0.4 | 0.5 | -0.5 | -12.7 | 30.9
O=C(COC(=O)/C=C/c1ccc([N+](=O)[O-])cc1)NC(c1ccccc1)c1ccccc1 | 8.3 | 33.5 | -4.8 | -0.7 | -4.5 | 10.3 | 3.6 | 1.1 | -17.9 | 0.3
O=C1ON=C(c2ccccc2)/C1=C/c1cccnc1 | . | . | 0.0 | -5.5 | . | . | . | 2.3 | -10.2 | .
O=C(CNC1CCCCCC1)Nc1ccccc1N1CCOCC1 | 11.6 | 48.5 | -2.2 | -4.0 | 18.7 | -3.9 | 0.1 | -4.4 | -16.0 | 1.8
Cc1cc([N+](=O)[O-])cc2c1NC(=O)C2(O)N1CCOCC1 (stereo not drawn) | -7.2 | -16.1 | 0.3 | 7.0 | -12.4 | 2.0 | 0.5 | -1.6 | -21.3 | 1.1
CCOC(=O)C1=NNC(C(=O)c2ccccc2)C1c1ccc(OC)cc1 (stereo not drawn) | 11.9 | 45.0 | 11.9 | 5.4 | 26.6 | -2.0 | 4.6 | 2.4 | -0.3 | -0.7
COc1ccc(CN(CC(=O)NCc2ccc(F)cc2)C(=O)CCC(=O)Nc2ccccn2)cc1 | 1.0 | 6.6 | -1.3 | 2.1 | 9.8 | -0.5 | 1.5 | -2.7 | -26.4 | 0.4
Cc1cc(C(=O)CSc2nc3ccc(Cl)cc3[nH]2)c(C)n1Cc1ccco1 | 6.3 | 5.1 | . | 5.7 | -8.3 | -0.2 | 2.3 | . | . | -1.1
COC(=O)C1=C(C)N(Cc2ccccc2)C(=NCCc2cccnc2)N[C@H]1c1ccccc1 | -3.6 | 2.0 | 6.6 | -3.6 | -14.9 | 6.3 | -2.7 | -5.7 | 1.5 | 15.3
COc1ccc(N2C(=O)c3ccc(C(=O)OC(C)C)cc3C2=O)cc1 | -5.4 | -14.9 | 0.6 | 21.0 | -4.8 | -1.1 | 0.1 | -1.6 | -25.4 | 5.0
Cc1ccc(NC(=O)NCCCl)cc1S(=O)(=O)N1CCOCC1 | -3.0 | -6.6 | -3.4 | -3.5 | 10.1 | -1.4 | 2.7 | -3.8 | -4.1 | 9.0
CCOC(=O)c1c(C)nc(C)c(C(=O)OCC)c1-c1ccco1 | -1.6 | -9.0 | 5.0 | . | -22.0 | -1.5 | 1.3 | 3.4 | -10.2 | -8.4
Cc1c(C)[n+](=O)c(-c2ccco2)c(C)n1[O-] | -3.3 | -1.5 | -2.1 | -6.0 | 5.7 | -4.1 | -1.4 | -2.3 | -9.3 | 11.3
Cc1ccsc1/C=N/NC(=O)CNC(=O)c1ccco1 | 1.4 | -2.3 | -0.7 | -1.6 | 1.3 | -3.7 | 0.5 | 4.4 | -19.5 | 13.8
O=C(CCc1ccc(S(=O)(=O)NC2CCCCC2)cc1)NCc1ccc(Cl)cc1 | 27.9 | 34.3 | -1.2 | -2.3 | 7.0 | -0.2 | 0.9 | -6.1 | -48.2 | 10.1
NS(=O)(=O)c1ccc(CCNS(=O)(=O)c2cccc3nsnc23)cc1 | -6.0 | -2.0 | -4.4 | -4.9 | 11.3 | -0.5 | 1.5 | -3.9 | -25.3 | -0.5
COCc1cc(=O)[nH]c(-c2ccc(C(F)(F)F)cc2)n1 | -0.3 | 30.5 | -1.6 | . | 4.1 | -0.6 | -0.5 | -1.1 | -18.2 | 2.4
CCc1ccc(-c2nnn(CCC#N)n2)cc1 | 13.5 | 19.8 | -2.4 | 5.2 | -41.2 | -1.4 | 1.8 | -4.7 | -4.2 | 1.5
Cc1cc(-c2nnc(CCC(=O)N3CCN(Cc4cccc(F)c4)CC3)o2)c(C)o1 | 4.2 | 10.8 | -1.9 | 3.6 | -11.7 | 0.5 | -0.3 | -0.2 | 0.7 | -3.6

These rows are one share of the data; the hit share may differ from the screen's.
